FN deposit inh = inhibitors of fibronectin matrix deposition, primary screen, AH1F cells, Alexa488-fibronectin fluorescence, plate reader. 350,000 compounds, 0.086% hits. inhibition, % at 12.6 µM. AH1F fibroblasts, overnight. AID 743247, 2014;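 active = mean inhibition across replicates of 30% or more, regardless of how many single replicates reach that level; inconclusive = mean under 30% yet at least half of replicates reach 30%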;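 also: positive control wells lacked labelled fibronectin entirely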
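Assay system: AH1F fibroblasts assembling fluorescent fibronectin matrix; Amount: 10000 AH1F cells per well; Buffer or medium: DMEM, 2% serum; Probe or stimulus: Alexa488-fibronectin, 24 nM final in well; Doses: single compound dose, delivered by pin transfer; Incubation: 1 h adhesion, overnight exposure; Measured by: fluorescence 485/525 nm; Read-out: fibronectin deposition inhibition.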
Cneo AK release = Cryptococcus neoformans cell lysis inducers, primary screen, AK release luminescence, single concentration; lysis activity, % at 15 µM; C. neoformans lysis, adenylate kinase release luminescence, 4 h; normalised: neutral wells 0, clomiphene wells 100; AID 651654, 2012; 360,000 compounds, 0.2% hits;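 active = mean lysis activity across replicates of at least 80%, whatever share of replicates individually reach that level; inactive = mean lysis activity below 80%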
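Test system: log-phase Cryptococcus neoformans yeast cells; Quantity: yeast cell density of 5 × 10^6 cells/mL; Buffer or medium: YPD; Doses: single compound concentration per well; Timing: 4 h at 37 °C static, read 1 h later; Measured by: AK luminescence; Read-out basis: lysis from increased AK signal; Control set: Clomiphene as positive control.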
PGC1a acetyl inh = inhibitors of PGC1a acetylation signal, primary screen, cell-based, U2OS, AlphaScreen, inhibitor mode; AlphaScreen anti-acetyl-lysine; with virally co-expressed GCN5 acetyltransferase; inhibition, % at 15.6 µM; 350,000 compounds, 0.17% hits; AID 651687, 2012;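 active = every replicate shows inhibition of at least 40%; inconclusive = mean inhibition at least 40% but some replicate below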;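 also: 0% = neutral control wells and 100% = positive control wells; some results beyond the cut were filed as inactive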
miR-122 sensor = miR-122 Renilla sensor signal increase in Huh7, primary screen, miR-122 inhibitor project, cell-based, single point, plate reader; Huh7 miR-122 Renilla luciferase sensor, 48 h; neutral wells = 0, positive control = 100; activation (reporter increase), % at 12.5 µM; 340,000 compounds, 0.3% hits;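 active = mean replicate activation score at least 90 and every replicate individually at or above 90; inconclusive = only one of the two criteria met; inactive = neither criterion met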;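 also: higher luciferase means less miR-122 activity so hits act as miR-122 inhibitors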
CFTR F508del cor = F508del CFTR correction, initial screen, CFBE line, single point | 350,000 compounds, 0.36% hits | activity (quench increase), % at 7.58 µM | CFBE cells, YFP halide quenching; stimulated with forskolin plus potentiator P3; % fluorescence drop versus neutral controls;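 active = mean added fluorescence quench of at least 8% versus neutral control, with both replicates also reaching 8%; inconclusive = only one of the mean or replicate conditions met; inactive = mean below 8% and not both replicates reaching 8%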;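 also: cells transiently co-express mutant CFTR-F508del with the halide-sensitive YFP; corrector assay measuring rescue of mutant channel to the surface after 24 h compound exposure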
GSIS activator = GLuc luminescence reporter in INS-1E cells, primary screen for activators of glucose-dependent secretion of insulin; INS-1E GLuc reporter insulin secretion, 2-3 h; activation, % at 16.6 µM; 370,000 compounds, 0.61% hits;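 active = lowest replicate activation of at least 40%, so every replicate reaches that level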;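 also: 0% = median of neutral control wells and 100% = median of IBMX positive control wells; some compounds called inactive have numbers as strong as hits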
PglD DTNB = C. jejuni PglD acetyltransferase inhibitors, primary screen, biochemical, DTNB colorimetric, single point; UDP-N-acetylbacillosamine N-acetyltransferase PglD (Campylobacter jejuni); purified PglD enzyme, DTNB colorimetric CoA detection; inhibition, % at 12.5 µM; 360,000 compounds, 0.098% hits; in the data active = inhibition above about 16%, passing the limit was not always enough; inconclusive = no clear call, values can overlap the other calls; also: strong numbers were not always called active
Statin myotox sup = suppressors of statin myotoxicity in C2C12 myotubes, primary screen, cell-based, single point, plate reader; 330,000 compounds, 0.78% hits; C2C12 myotubes + simvastatin, ATP luminescence, 48 h; scaled: DMSO 0, geranylgeraniol control 100; rescue of ATP level, % at 7.49 µM;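 active = mean ATP rescue above about 67%, or every replicate alone reaching that limit, limit read from the data, passing the limit was not always enough; inconclusive = no clear call, values can overlap the other calls; inactive = mean under the limit and some replicate under it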;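 also: myotubes were challenged with 10 µM simvastatin during compound exposure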
* hit, by the source's call; ? = inconclusive; . = not tested or not shown; & = joins results of further samples; [ ] = another dose, or the depositor's remark.

SMILES	FN deposit inh	Cneo AK release	PGC1a acetyl inh	miR-122 sensor	CFTR F508del cor	GSIS activator	PglD DTNB	Statin myotox sup
CCOC(=O)C(NCCOC)(NC(C)=O)C(F)(F)F (stereo not drawn)	1	3	4	6	0.8	11	2	-1
O=C(CN1CCCc2ccccc21)Nc1ccccc1[N+](=O)[O-]	-2	.	2	.	2.7	-12	.	.
COc1cccc(-c2cnc3c(NC=O)cc(-c4ccc(N(C)C)cc4)cn23)c1	-5	0	4	-3	-1.3	-1	-4	-126
COc1ccc(CCC(=O)NNC(=O)Nc2cccc(Cl)c2)cc1	1	0	.	.	2.8	-1	1	9
C[C@@H]1CN([C@@H](C)CO)C(=O)c2cc(C3=CCCC3)cnc2O[C@@H]1CN(C)C(=O)c1cccnc1	.	-2	1	69[16.7 µM]	-0.4	8	0	-20
Cc1ccc(C(=O)N/C(=C\c2ccc(F)cc2)C(=O)NCCCn2ccnc2)cc1	10	0	15	40	0.1	26	3	20
Cc1noc(C)c1NC(=O)Nc1ccc2c(c1)C(=O)N([C@H](C)CO)C[C@@H](C)[C@@H](CN(C)Cc1ccncc1)OCCCC[C@H](C)O2	.	-1	3	11[16.7 µM]	1.2	9	-4	.
Cc1ccc(C(=O)NCCCN2CCOCC2)cc1N1CCCC1=O	-1	1	11	-19	.	.	-4	.
CCC1CCc2c(n(C)c3ccccc3c2=O)O1 (stereo not drawn)	7	-3	-1	-4	1.1	15	-4	.
CC(C)(C)Nc1nc(NCc2cccnc2)nc(N2CCOCC2)n1	-1	.	-16	4	.	14	.	.
Cc1ccccc1-c1ccc([C@@H]2[C@@H](CO)N3CCCCN(C(=O)Nc4cccc(F)c4)C[C@H]23)cc1	.	3	-6	-14[16.7 µM]	-1.0	-6	-2	-95
COc1ccc(CCNC(=O)NC23CC4CC(CC(C4)C2)C3)cc1	.	2	-5	2	-1.4	-31	2	-13
CC(C)CNS(=O)(=O)c1ccc(CCC(=O)N2CCOCC2)cc1	12	0	-6	-2	.	.	3	0
CCC(=O)c1ccc(OCC(O)CN2CCOCC2)cc1 (stereo not drawn)	.	-2	-3	-5	.	.	-1	-5
CN(C)CC(=O)N[C@@H]1CC[C@H](CCNC(=O)C2CCCCC2)O[C@@H]1CO	2	45	0	.	1.6	0	-1	-4
C[C@@H]1CN([C@@H](C)CO)S(=O)(=O)c2ccc(-c3cccc(F)c3)cc2O[C@@H]1CN(C)S(=O)(=O)c1ccc(F)cc1	-7	-7	-4	-5[16.7 µM]	1.0	-4	-2	-13
COc1cccc(Oc2cc(NN3CCCCC3)c([N+](=O)[O-])cc2[N+](=O)[O-])c1OC	6	5	-4	0	-2.5	-4	0	5
Cc1ccc2nc(NC(=O)c3ccc(Br)o3)sc2c1	4	-3	2	-2	-2.6	3	-5	-6
O=C(C[C@@H]1C=C[C@@H](NC(=O)CCN2CCCCC2)[C@H](CO)O1)NCc1ccc(Cl)c(Cl)c1	-3	-1	-2	7[16.7 µM]	3.8	0	-1	0
Cc1cc(=O)oc2cc(OCC(=O)NC3(C#N)CCCCC3)c(Cl)cc12	5	2	6	-12	-2.4	-9	-5	-10
C[C@H](CO)N1C[C@H](C)[C@H](CN(C)Cc2ccc(Oc3ccccc3)cc2)Oc2c(NC(=O)Nc3ccccc3)cccc2C1=O	.	1	-5	-2[16.7 µM]	1.2	-16	-3	7
COc1ccc(Br)c(Cn2c(C)c(C(=O)NCc3ccc4c(c3)OCCO4)sc2=O)c1	9	1	.	.	0.8	-6	-2	1
CCCOC(=O)Nc1sc2c(c1C(=O)OCC)CCC2	.	2	4	.	.	.	-1	1
CCOCCCNC(=O)c1cn(CC)c2ccc(S(=O)(=O)N3CCOCC3)cc2c1=O	-2	-16	7	.	0.9	12	1	4
O=C(CC1CC2CCC1C2)N1CCN(S(=O)(=O)c2ccccc2F)CC1 (stereo not drawn)	3	.	13	.	-5.2	12	.	4
C[C@@H]1CN([C@H](C)CO)C(=O)c2cc(NC(=O)CCCN(C)C)ccc2O[C@@H](C)CCCCO[C@H]1CN(C)S(=O)(=O)c1cn(C)cn1	.	3	11	1[16.7 µM]	0.1	41	2	.
CCCC(=O)NNC(=O)CCC(=O)Nc1ccccc1Cl	-4	.	3	.	-2.6	1	.	.
CC(=O)Nc1ccc(NC(=O)COC(=O)c2ccccn2)cc1	-11	0	.	-9	?	1	0	1
Cc1cn(-c2ccccc2)c(C)c1/C=N\Nc1nc(N2CCOCC2)nc(N2CCOCC2)n1	-3	.	-2	-3	-0.2	7	.	-4
C[C@H](CO)N1C[C@H](C)[C@@H](CN(C)Cc2cncnc2)Oc2ncc(C#C[C@@H](C)O)cc2C1=O	.	-3	12	3[16.7 µM]	0.9	17	-3	25
O=C(COC(=O)c1cc(=O)[nH]c2ccccc12)c1ccccc1	7	-1	-1	-3	-2.0	6	3	4
COCCN1Cc2cccc(C(=O)Nc3cccnc3)c2C1=O	14	-2	-36	-5	.	.	-8	0
N#C[C@H]1N[C@H](CO)[C@H]1c1ccccc1	-5	-1	5	.	1.2	13	-2	-9
O=C(O)c1cccc(N2C(=O)c3ccc(Oc4ccc(Cl)cc4)cc3C2=O)c1	-8	.	3	.	-3.4	12	.	.
COc1cc(OC)cc(C(=O)N2CCN(C3CCC(C)CC3)CC2)c1 (stereo not drawn)	3	-2	26	4	-2.9	-11	-3	5
CCCn1nc2cc(C(=O)NCc3ccc4c(c3)OCO4)ccc2c1OCC	-5	-1	.	.	-1.3	-6	3	13
COc1ccc(C(=O)N2CCC(C)(C(=O)NS(=O)(=O)C3CC3)C2)c(OC)c1 (stereo not drawn)	9	-3	.	-3	-0.2	.	-4	2
Cc1nc(Cl)c(C(=O)NC(=O)NCc2ccccc2)c(C)c1Cl	2	1	.	6	.	-10	-7	.
O=C(NC(C(=O)N/N=C/c1ccncc1)c1n[nH]c(=O)c2ccccc12)c1ccccc1 (stereo not drawn)	-3	.	-6	-7	-0.4	3	.	-5
COc1ccccc1C(=O)NCC(=O)OCCCOC(=O)CNC(=O)c1ccccc1OC	4	-2	.	.	1.2	0	0	4
CC(C)Cn1c(N)c(C=O)c(=O)n(C)c1=O	7	0	.	-4	-3.7	13	-9	10
COc1ccc(COC(=O)C2CCN(S(=O)(=O)c3cccs3)CC2)cc1	1	-2	8	0	-3.4	-26	-3	17
O=C(NC1CC1)c1nc(Cn2cc([N+](=O)[O-])cn2)no1	-4	-4	40	1	0.7	12	1	3
CC(C)NC(=O)N1CCCCN2[C@@H](CO)[C@H](c3ccc(C#Cc4ccccc4)cc3)[C@@H]2C1	.	1	-10	-9[16.7 µM]	5.7	-11	-4	.
Cc1ccc(OCC(=O)N2CCCC(CO)(CCOc3ccccc3)C2)cc1 (stereo not drawn)	7	18	.	.	1.6	-19	3	.
CN(C)/C=N/c1nc2nccc(-c3ccc(Cl)cc3)n2n1	0	.	-1	5	1.1	-18	.	0
CO[C@H]1CN(C)C(=O)c2ccc(NC(=O)c3ccccc3F)cc2OC[C@H](C)N(CC2CCOCC2)C[C@H]1C	3	-10	-4	.	-0.4	5	3	-4
COc1cccc(C2=NOC(C(=O)NCc3ccccc3)C2)c1 (stereo not drawn)	6	-1	-2	-2	.	-4	0	-26
O=C(O)c1cc(NCc2ccc3c(c2)OCO3)ccc1N1CCOCC1	-4	0	3	1	.	.	-3	12
O=C(C[C@H]1CC[C@H]2[C@@H](COC[C@H](O)CN2C(=O)C2CCCC2)O1)NCc1ccncc1	-3	0	-7	2[16.7 µM]	0.1	2	5	10
CN(C)C(=O)c1ccc(COc2ccccc2Br)o1	.	-4	-1	-3	.	.	-124	-1
COc1ccc(NS(=O)(=O)c2cn(C)c(=O)n(C)c2=O)cc1	-1	6	4	-12	-0.4	-19	0	-52
Nc1c(C(=O)Nc2ccc3c(c2)OCCO3)nnn1Cc1ccccc1	7	-3	-1	46	0.1	27	-1	25
CN(C)c1ccc2c(c1)[C@@H]1C[C@H](CC(=O)NCc3cccc(F)c3)O[C@H](CO)[C@@H]1O2	.	-1	-1	1[16.7 µM]	0.0	7	4	2
CC1CN(CC(=O)N2CCc3[nH]c4ccccc4c3C2)CC(C)O1 (stereo not drawn)	.	-3	-2	7	.	3	10	.
CO[C@H]1CN(C)C(=O)c2ccc(NC(=O)C3CC3)cc2OC[C@@H](C)N(CC2CCOCC2)C[C@H]1C	-9	33	-2	-10[16.7 µM]	-1.1	15	0	0
CCCCCn1c(Sc2nc3ccccc3s2)nc2c1c(=O)[nH]c(=O)n2C	.	-1	4	-2	-1.0	22	0	11
COC(=O)c1ccccc1NC(=O)CSc1nc(Nc2ccccc2)nc(N2CCOCC2)n1	.	-1	-7	.	-0.7	-17	7	2
CC(CCc1ccccc1)NC(=O)COC(=O)C(CCC(N)=O)NC(=O)c1ccc(F)cc1 (stereo not drawn)	-4	-2	5	-3	-2.1	.	-2	6
COc1ccc(NC(=O)Nc2ccc3c(c2)C(=O)N([C@H](C)CO)C[C@H](C)[C@H](CN(C)Cc2ccc(C(=O)O)cc2)OCCCC[C@@H](C)O3)cc1	-1	2&0	11&-3	-6	-2.9&2.0	-5	2&-1	-3
Carrying on:
SMILES	FN deposit inh	Cneo AK release	PGC1a acetyl inh	miR-122 sensor	CFTR F508del cor	GSIS activator	PglD DTNB	Statin myotox sup
C[C@]1(CC/C(=C/CO)CO)[C@H](C=O)CC[C@@]23COC(=O)C2=CCC[C@@H]31	.	-1	-33	-5	-2.0	9	-1	-13
CNC[C@H]1Oc2c(NC(=O)C3CC3)cccc2C(=O)N([C@H](C)CO)C[C@@H]1C	-9	-1&-3	6&-1	-3[16.7 µM]	2.1&1.8	12&9	-2&8	-20&1
CCC(C)NC(=O)CSc1ccc(S(=O)(=O)N(C)C2CCCCC2)cn1 (stereo not drawn)	-4	0	.	.	1.4	-15	3	-5
CC(=O)C1=C(C)NC(=O)NC1c1cc(Br)ccc1OCC#N (stereo not drawn)	-6	0	.	-1	.	.	0	.

An excerpt of these results, as a markdown table:
| Molecule | FN deposit inh | Cneo AK release | PGC1a acetyl inh | miR-122 sensor | CFTR F508del cor | GSIS activator | PglD DTNB | Statin myotox sup |
| --- | --- | --- | --- | --- | --- | --- | --- | --- |
| CNC[C@H]1Oc2c(NC(=O)C3CC3)cccc2C(=O)N([C@H](C)CO)C[C@@H]1C | -9 | -1&-3 | 6&-1 | -3[16.7 µM] | 2.1&1.8 | 12&9 | -2&8 | -20&1 |
| CCC(C)NC(=O)CSc1ccc(S(=O)(=O)N(C)C2CCCCC2)cn1 (stereo not drawn) | -4 | 0 | . | . | 1.4 | -15 | 3 | -5 |
| CC(=O)C1=C(C)NC(=O)NC1c1cc(Br)ccc1OCC#N (stereo not drawn) | -6 | 0 | . | -1 | . | . | 0 | . |

Source: PubChem BioAssay

Rows were taken by chance; any-hit rate near 2.1%.
